PAD4 inh = inhibitors of human PAD4. Q9UM07. recombinant PAD4, RCA probe fluorescence polarization. inhibition, % at 6.36 µM. actives 0.41% (n = 330,000). AID 485272;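 active = percent inhibition above a cutoff equal to the mean of all tested compounds plus 3 SD, cut at about 15% in these data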;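 note: 0% = PAD4 with RCA probe and DMSO and 100% = probe without PAD4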
EBNA-1 inh = blocks EBNA-1 binding to DNA | EBNA-1 DNA binding, fluorescence polarization | inhibition, % at 14.8 µM | actives 0.34% (n = 300,000) | AID 1950; in the data active = inhibition above about 28%
LYPLA2 counter = counter-screen for PME1 inhibitors: inhibitors of human LYPLA2. recombinant LYPLA2, FP-Rh probe fluorescence polarization. inhibition, % at 5.9 µM. AID 2177. O95372. actives 0.38% (n = 320,000);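 active = inhibition above the screen-wide mean plus 3 SD, limit set per campaign, cut at about 26% in these data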;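 note: 0% = LYPLA2 with DMSO and 100% = wells lacking LYPLA2 enzyme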
Target sequence (O95372 whole entry, looked up): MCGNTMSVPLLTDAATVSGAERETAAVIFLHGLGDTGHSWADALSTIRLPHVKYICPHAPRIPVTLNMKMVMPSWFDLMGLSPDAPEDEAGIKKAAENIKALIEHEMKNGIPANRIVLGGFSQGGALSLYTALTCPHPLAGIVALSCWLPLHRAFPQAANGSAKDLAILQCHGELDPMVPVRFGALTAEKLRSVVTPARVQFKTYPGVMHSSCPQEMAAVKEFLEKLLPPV
PREPL inhibitor = inhibitors of human prolyl oligopeptidase-like enzyme PREPL | Q4J6C6 | recombinant PREPL, fluorescence polarization activity-based probe | inhibition, % at 5.96 µM | actives 0.68% (n = 320,000) | AID 2751; in the data active = inhibition above about 43%;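 note: 0% = enzyme with DMSO and 100% = wells lacking enzyme; many of its hits are not listed in these tables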
GSTO1 counter = blocks human GSTO1 in RBBP9 counter-screen; recombinant GSTO1, activity-based probe fluorescence polarization; inhibition, % at 5.96 µM; P78417; actives 1.1% (n = 300,000);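 active = inhibition above the campaign mean inhibition plus 3 SD, cut at about 35% in these data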;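 note: 0% = GSTO1-1 with DMSO and 100% = wells lacking GSTO1-1 enzyme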
Target sequence (P78417 whole entry, looked up): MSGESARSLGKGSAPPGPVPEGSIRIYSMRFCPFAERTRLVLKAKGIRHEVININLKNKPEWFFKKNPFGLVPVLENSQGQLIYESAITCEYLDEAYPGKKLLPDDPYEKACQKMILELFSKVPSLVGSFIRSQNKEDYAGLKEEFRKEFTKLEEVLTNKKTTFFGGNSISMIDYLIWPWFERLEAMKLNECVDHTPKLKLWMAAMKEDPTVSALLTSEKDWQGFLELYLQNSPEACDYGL
LYPLA1 inh = LYPLA1 (human) inhibition in PME1 counter-screen; O75608; recombinant LYPLA1, FP-Rh probe fluorescence polarization; inhibition, % at 5.9 µM; actives 0.16% (n = 320,000); AID 2174;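 active = inhibition above the mean of all tested compounds plus 3 SD, set per campaign, cut at about 14% in these data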;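 note: inhibitors block serine hydrolase probe labeling of LYPLA1 so polarization falls; 0% = enzyme with DMSO and 100% = wells lacking LYPLA1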
PAFAH1B3 FP inh = inhibitors of human PAFAH1B3 | Q15102 | recombinant PAFAH1B3, FP-rhodamine probe, fluorescence polarization | inhibition, % at 3.39 µM | actives 0.28% (n = 340,000) | AID 492972;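 active = inhibition above the screen-wide average of all tested compounds plus 3 SD, cut at about 25% in these data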;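 note: 0% = enzyme with DMSO only and 100% = wells lacking PAFAH1B3 protein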
Target sequence (Q15102 whole entry, looked up): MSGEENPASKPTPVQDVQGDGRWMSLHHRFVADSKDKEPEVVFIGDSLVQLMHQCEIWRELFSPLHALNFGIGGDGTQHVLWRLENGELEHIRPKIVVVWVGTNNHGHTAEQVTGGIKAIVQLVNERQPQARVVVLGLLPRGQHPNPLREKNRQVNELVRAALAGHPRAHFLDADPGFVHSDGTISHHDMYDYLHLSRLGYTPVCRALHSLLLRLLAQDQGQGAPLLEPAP
PAFAH2 inh = PAFAH2 (human) inhibition; Q99487; actives 0.99% (n = 340,000); AID 492956; inhibition, % at 3.39 µM; recombinant PAFAH2, FP-rhodamine activity probe, fluorescence polarization;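 active = inhibition above the mean over all tested compounds plus 3 SD, cut at about 30% in these data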;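 note: inhibitors block probe labeling of enzyme so polarization drops; 0% = enzyme with DMSO and 100% = wells lacking PAFAH2 protein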
ZTA counter = blocks Epstein-Barr virus ZTA, an EBNA-1 counter-screen. P03206. ZTA-DNA binding, fluorescence polarization. inhibition, % at 11 µM. actives 0.15% (n = 320,000). AID 2234; in the data active = inhibition above about 33%
Target sequence (P03206 whole entry, looked up): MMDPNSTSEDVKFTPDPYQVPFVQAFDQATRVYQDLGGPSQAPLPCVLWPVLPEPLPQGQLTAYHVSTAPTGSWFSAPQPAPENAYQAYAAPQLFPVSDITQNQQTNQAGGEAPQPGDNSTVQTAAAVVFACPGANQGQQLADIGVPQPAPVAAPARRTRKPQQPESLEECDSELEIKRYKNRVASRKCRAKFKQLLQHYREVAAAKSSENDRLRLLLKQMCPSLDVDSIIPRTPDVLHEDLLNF
An asterisk follows results filed as active; x = no result given. An excerpt; count on the stated rates, not on these rows.

SMILES | PAD4 inh | EBNA-1 inh | LYPLA2 counter | PREPL inhibitor | GSTO1 counter | LYPLA1 inh | PAFAH1B3 FP inh | PAFAH2 inh | ZTA counter
O=C(c1ccco1)N1CCN(c2ncnc3c2oc2ccccc23)CC1 | 3.5 | 7.5 | -2.1 | -8.5 | -4.6 | -1.0 | 5.7 | -6.2 | 17.5
CC(=O)c1ccc(N2CCN(c3ccc4cc(S(=O)(=O)N5CCC(C)CC5)ccc4n3)CC2)cc1 | 1.8 | -7.3 | 5.4 | 15.6 | 14.8 | 6.3 | 3.2 | -1.9 | -15.0
O=C(CN1CCOCC1)Nc1cccc(Cl)c1Cl | 0.2 | -4.2 | -2.0 | 1.5 | 4.9 | -1.0 | 6.1 | -8.4 | -9.7
CCOC(=O)Cc1csc(NC(=O)c2csc3c2CCCC3)n1 | -1.4 | 1.5 | -0.6 | 4.0 | 1.3 | -3.0 | 7.1 | -2.7 | -4.6
CC(=O)NS(=O)(=O)c1ccc(NS(=O)(=O)c2ccccc2[N+](=O)[O-])cc1 | -1.5 | 5.3 | -4.8 | 8.9 | -1.0 | -2.7 | 8.5 | -3.2 | 0.3
COc1cc(CCC(=O)N2CCN(S(=O)(=O)c3ccc(C)cc3)CC2)cc(OC)c1OC | -4.2 | x | -3.4 | 13.6 | x | 0.9 | 0.9 | 2.6 | 3.1
Cc1nc(SCC(=O)O)c(C#N)c(C)c1CC(=O)c1ccccc1 | 1.3 | -1.4 | 7.4 | 3.4 | -0.2 | -0.5 | x | x | 0.2
Cc1cccc(C2(c3cccc(C)c3)OC(=O)c3ccccc32)c1 | 2.2 | -14.9 | -2.8 | -0.8 | 3.5 | -0.7 | -3.9 | 13.1 | -11.3
COC(=O)Cn1c(=NC(=O)c2cc(OC)cc(OC)c2)sc2cc(OC)ccc21 | -2.1 | 11.4 | -24.1 | -10.2 | -4.1 | -12.4 | -3.7 | -13.2 | 10.3
COc1cc2nc(CN3CCN(S(=O)(=O)c4c(F)cccc4F)CC3)[nH]c(=O)c2cc1OC | -5.4 | x | 4.4 | 2.5 | x | 0.3 | 1.3 | 1.0 | 6.5
CC1(c2ccc(OC(F)F)cc2)NC(=O)N(CC(=O)c2ccc3c(c2)OCO3)C1=O (stereo not drawn) | -2.5 | 0.0 | 0.6 | -9.1 | 3.4 | 0.1 | 3.2 | 2.0 | 0.6
COC(=O)Nc1nn(-c2ccc(Cl)cc2)c(=O)c(C#N)c1C | -2.6 | 5.8 | 2.8 | -0.2 | -2.5 | 1.3 | -5.2 | 2.8 | -6.6

In the list so far, these have fluorine.
SMILES | PAD4 inh | EBNA-1 inh | LYPLA2 counter | PREPL inhibitor | GSTO1 counter | LYPLA1 inh | PAFAH1B3 FP inh | PAFAH2 inh | ZTA counter
COc1cc2nc(CN3CCN(S(=O)(=O)c4c(F)cccc4F)CC3)[nH]c(=O)c2cc1OC | -5.4 | x | 4.4 | 2.5 | x | 0.3 | 1.3 | 1.0 | 6.5
CC1(c2ccc(OC(F)F)cc2)NC(=O)N(CC(=O)c2ccc3c(c2)OCO3)C1=O (stereo not drawn) | -2.5 | 0.0 | 0.6 | -9.1 | 3.4 | 0.1 | 3.2 | 2.0 | 0.6

The listing continues:
SMILES | PAD4 inh | EBNA-1 inh | LYPLA2 counter | PREPL inhibitor | GSTO1 counter | LYPLA1 inh | PAFAH1B3 FP inh | PAFAH2 inh | ZTA counter
COc1ccc(NC(=O)C(C)N(c2ccc(C)cc2)S(C)(=O)=O)cc1 (stereo not drawn) | 2.1 | -2.4 | -5.3 | 2.7 | 8.1 | -1.8 | 4.8 | 0.3 | -8.6
O=[N+]([O-])c1ccc(Nc2nc(NCCO)nc(N3CCCC3)n2)cc1 | -13.5 | 0.4 | 1.0 | -0.7 | -5.0 | -0.2 | 0.9 | 7.2 | 12.2
COC(=O)c1ccc(NC(=O)c2ccc[n+]([O-])c2)cc1 | -2.5 | -12.2 | 1.5 | -7.4 | 8.1 | 0.1 | 0.0 | -5.4 | -12.4
CCN(CC(=O)Nc1ccccc1C(F)(F)F)C(=O)C1CSC2(C)CCC(=O)N12 (stereo not drawn) | -0.3 | 5.5 | -7.5 | -4.0 | -5.4 | -4.0 | 6.1 | -0.2 | 9.3
COc1ccccc1Nc1ncnc2c1oc1ccccc12 | -1.1 | -10.6 | 2.9 | -1.1 | -6.7 | -1.3 | 4.2 | -3.0 | 5.1
CCCSc1nsc(NC(=O)c2cccnc2OCC)n1 | -3.5 | -1.6 | -2.8 | -0.7 | -11.1 | -6.7 | -0.5 | -4.5 | 4.7
Cc1ccc(C)c(NC(=O)COC(=O)c2ccc3ccccc3n2)c1 | -3.2 | x | -2.3 | 0.5 | x | 2.3 | 0.2 | 10.9 | -9.2
NC(=O)CC(NC(=O)Cc1cccc2ccccc12)c1ccc(NCCN2CCCC2)c([N+](=O)[O-])c1 (stereo not drawn) | 0.9 | 2.4 | 1.5 | 6.9 | 4.3 | 3.2 | 7.0 | 3.4 | 8.1
Cc1ccccc1NC(=O)c1ccc(N/N=C/c2ccccc2O)c([N+](=O)[O-])c1 | 4.3 | 5.5 | -4.0 | 8.8 | -2.4 | -1.0 | -1.2 | 2.0 | 13.3
COc1ccc(CCC(=O)Nc2nc(-c3ccncc3)cs2)cc1 | 1.6 | 1.1 | -5.1 | 5.4 | -12.6 | -3.4 | x | x | 9.4
CC1(c2nnc(-c3ccc(F)cc3)o2)CC(c2ccccc2)=NO1 (stereo not drawn) | -3.1 | -0.2 | 2.3 | -20.2 | 2.4 | 0.9 | 2.0 | -3.9 | 11.3
COc1cccc(CNC(=O)c2ccc(CS(=O)(=O)Cc3ccc(C)cc3)o2)c1 | 4.7 | 9.8 | 1.3 | 7.6 | 5.7 | 0.3 | 5.5 | 0.6 | 9.1
CCCC(=O)Nc1c2c(nn1-c1ccc(F)cc1)CS(=O)(=O)C2 | -0.5 | 11.7 | -0.8 | 1.7 | 3.4 | 3.1 | -4.3 | 7.2 | 5.0
CC(C)(C)c1cc(/C=N/NC(=O)C[n+]2ccccc2)cc(C(C)(C)C)c1O | -1.7 | 4.8 | -1.2 | -9.7 | 4.7 | -0.6 | 0.4 | 7.6 | 6.7
Cc1ccc2ccccc2[n+]1CCCS(=O)(=O)[O-] | 1.9 | 4.3 | 4.8 | 0.8 | -0.9 | 1.5 | 2.9 | -2.7 | 0.6
N#Cc1ccccc1Sc1ccccc1C(=O)Nc1ccc2ccccc2c1 | 2.9 | 4.3 | -44.9 | -12.6 | -10.7 | -20.5 | -9.7 | -44.5 | 3.5
CC(OC(=O)CCN=C1NS(=O)(=O)c2ccccc21)C(=O)c1ccccc1 (stereo not drawn) | 1.6 | -4.5 | 1.8 | -2.5 | 0.3 | 1.4 | 8.0 | 4.0 | -16.6
O=C(O)CCCCCn1c(O)c(C=C2N=c3ccccc3=N2)sc1=S | -4.2 | 2.2 | 12.1 | -2.6 | 7.5 | 1.8 | 12.6 | -0.2 | -1.5
N#Cc1ccc(OCC(=O)Nc2cc(S(=O)(=O)N3CCOCC3)ccc2N2CCOCC2)cc1 | 1.9 | -8.9 | 16.6 | 1.9 | 5.1 | 0.5 | 2.8 | 5.1 | 2.0
COc1cc(C2Nn3c(nnc3-c3ccccc3OC)S2)ccc1O (stereo not drawn) | -2.5 | 6.8 | -0.6 | -2.5 | 0.8 | 1.1 | 8.4 | -1.0 | -3.3
CN1CC(=O)N(CC(=O)Nc2ccc(N3CCOCC3)cc2)C1=O | -1.5 | x | 2.6 | 9.1 | x | 2.3 | -3.4 | -5.0 | -8.8
COc1ccccc1CNCc1ccc(OC)c(OC)c1OC | -2.2 | -8.6 | 3.4 | 20.4 | 1.4 | -2.1 | -2.7 | 0.4 | 6.1
Cc1nn(C)c(C)c1CN(C)C(=O)CCCC(=O)O | -5.2 | -5.4 | -2.6 | 3.8 | 7.9 | -1.5 | 4.6 | -4.0 | 7.4
c1ccc2c(c1)nc(N1CCOCC1)c1c3ccccc3[nH]c21 | -3.6 | -8.3 | -4.1 | 5.1 | 5.5 | -0.3 | 4.9 | 7.8 | -4.6
O=C(c1ccccc1)N1CCN(Cc2c[nH]c3ccccc23)CC1 | 2.8 | -9.3 | -3.3 | -0.7 | 12.8 | 0.3 | 2.0 | -2.0 | -22.3
COc1ccc(N2CCN(CCCNC(=O)CCCn3c(=O)[nH]c4ccsc4c3=O)CC2)cc1 | 0.6 | -0.9 | 5.2 | 19.7 | -0.8 | 0.0 | -5.8 | -3.9 | 1.9
Cc1csc2nc(SCC(=O)Nc3ccccc3F)[nH]c(=O)c12 | -6.4 | -2.5 | 2.3 | 5.5 | -31.0 | -2.1 | 8.6 | 1.0 | 7.2
O=C(Cn1ccc2cc(S(=O)(=O)N3CCCC3)ccc21)NCc1ccco1 | -3.2 | -9.6 | -0.8 | -0.3 | 1.5 | 4.6 | 3.0 | 9.1 | 7.0
CCOC(=O)c1nn(-c2ccc(Cl)cc2)c2nc(Nc3ccccc3)cc(=O)n12 | -1.7 | -3.0 | 2.6 | 0.9 | 6.6 | 0.0 | 0.2 | -3.5 | -8.6
Cc1cc(NC(=O)CCc2ccc(-c3ccccc3)o2)no1 | -3.1 | -10.9 | -0.7 | 10.8 | 0.2 | -2.3 | -7.2 | 1.9 | -4.6
CC(=O)c1ccc(N(CC(=O)NC2CCCC2)C(=O)CNC(=O)c2cccs2)cc1 | -8.5 | -4.7 | -2.7 | 15.0 | -2.3 | 1.9 | 5.7 | -8.2 | -3.1
COc1ccc(/C=N/NC(N)=S)cc1OC(=O)c1ccccc1 | 1.4 | 7.8 | -2.6 | 12.9 | -7.2 | -9.4 | 5.9 | 0.2 | -6.1
COCCSc1nc(N)c(NC(=O)c2ccc(OC)cc2)c(=O)[nH]1 | -3.2 | 3.3 | -2.0 | 2.3 | 7.2 | -3.5 | 8.5 | 5.6 | 16.9
Cc1ccc(CNC(=O)Cn2cnc3cc([N+](=O)[O-])ccc3c2=O)cc1 | -4.8 | -2.3 | 0.9 | 29.9 | -4.2 | -5.5 | -2.5 | -0.1 | 6.6
O=C(NC(=S)Nc1ccc2oc(=O)ccc2c1)c1cccc(F)c1 | 0.4 | -7.8 | 4.3 | 4.3 | -4.5 | -3.4 | 9.3 | 6.1 | -22.4
O=C(CSc1nc2ccccc2o1)N1CCN(S(=O)(=O)c2ccc3ccccc3c2)CC1 | -0.2 | -15.8 | -5.4 | -2.6 | -13.5 | -6.0 | -5.3 | -7.7 | 5.6
COC(=O)Cc1c(C)c2ccc(OCc3nn[nH]n3)cc2oc1=O | 0.6 | 5.4 | 1.7 | 5.8 | -1.7 | 0.7 | 6.5 | -0.2 | -4.1
COc1ccc(NC(C)=O)cc1S(=O)(=O)NCCc1ccccn1 | -0.2 | x | 2.3 | -3.2 | x | -1.4 | 5.8 | -2.4 | 3.0
C=CCC(C#N)(c1ccc(OC)c(OC)c1)c1cnccn1 (stereo not drawn) | 1.0 | 5.7 | 7.1 | 4.7 | 2.6 | 2.6 | -7.3 | -1.6 | -4.0
COc1cccc(/C=C2\SC(=S)NC2=O)c1OS(=O)(=O)c1ccc(NC(C)=O)cc1 | -5.3 | 4.8 | -5.0 | -1.3 | -16.7 | -3.1 | 7.2 | 7.5 | 3.2
CCc1cc2c(=O)n(CC(=O)NC3CCCCC3)cnc2s1 | 3.0 | -15.0 | 3.9 | -2.1 | -2.4 | 0.4 | 4.5 | 4.1 | -1.3
N#CC1=C2C=CC=CN2CC1=O | -3.2 | -3.5 | -2.9 | 2.4 | 2.6 | -2.7 | 1.4 | 4.8 | 1.3
O=C(C[C@@H]1C/C=C\CC[C@H](Cc2ccc(F)cc2)C(=O)OC[C@@H]2CCCN2C1=O)N[C@H](CO)Cc1ccccc1 | 4.9 | x | x | 27.3 | x | x | 3.5 | 10.8 | x
